Assay outcomes (PubChem)
3CLpro inhibitor: SARS-CoV 3CLpro protease inhibition; inhibition, % at 6 µM; recombinant SARS-CoV 3CLpro, quenched FRET peptide cleavage; actives 0.14% (n = 290,000); in the data active means inhibition above about 12%
PfHsp40 rescue: rescue of PfHsp40-mediated yeast toxicity; growth rescue, % at 12.5 µM; actives 0.68% (n = 340,000); S. cerevisiae expressing PfHsp40, growth rescue, ATP luminescence; in the data active means growth rescue above about 28%, passing the limit was not always enough; inconclusive means no clear call, values can overlap the other calls;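 further: yeast W303a lacking pdr1 and pdr3 grown in galactose medium; growth measured after three days at 30 °C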
Rv3671c protease: inhibitors of M. tuberculosis serine protease Rv3671c; AID 2606; P9WHR9; inhibition, % at 5.96 µM; actives 0.048% (n = 320,000); in the data active means inhibition above about 38%;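 further: extracellular domain of Rv3671c used as enzyme; 0% = enzyme with DMSO and 100% = no enzyme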
TcdB inh: TcdB glycohydrolase inhibition | P18177 | TcdB glycohydrolase enzymatic assay, plate reader | inhibition, % at 9.99 µM | actives 0.24% (n = 350,000) | AID 652162; in the data active means inhibition above about 10%
MazF activator: activators of E. coli MazEF toxin-antitoxin RNase; P0AE70; actives 0.32% (n = 350,000); activation, % at 20 µM; FAM/BHQ RNA-DNA oligo cleavage fluorescence, 5 h; in the data active means activation above about 50%
Target sequence (P0AE70 whole entry, looked up): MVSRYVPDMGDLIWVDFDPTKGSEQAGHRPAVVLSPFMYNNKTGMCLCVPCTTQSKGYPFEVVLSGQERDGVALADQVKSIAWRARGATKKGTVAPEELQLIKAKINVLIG
Y pestis TopoI: inhibitors of Yersinia pestis topoisomerase I; actives 0.064% (n = 360,000); Y. pestis Topo-I cleavage product accumulation, plate reader; AID 504884; activity, % at 10 µM; in the data active means activity above about 50%, passing the limit was not always enough; inconclusive means no clear call, values can overlap the other calls; further: inactives centre near 2
Vc quorum ag: inducers of Vibrio cholerae quorum light production without autoinducers; activation, % at 18.7 µM; AID 588436; actives 0.16% (n = 350,000); V. cholerae BH1578 lux reporter, luminescence, 6 h; in the data active means activation mostly above about 9.7%, no sharp cut-off; inconclusive means no clear call, values can overlap the other calls; inactive means mostly below about 3.7%; further: not every result past the cut was called active; inactives centre near 0; reference of the scale not given here
Anthrax LF inh2: inhibitors of Bacillus anthracis lethal factor protease | multiplex microsphere protease cleavage assay, LF | inhibition, % at 10 µM | actives 0.12% (n = 360,000); in the data active means inhibition above about 30%; inconclusive means no clear call, values can overlap the other calls; further: plate controls were buffer without enzyme for full effect and enzyme alone for no effect
Target sequence (P15917 whole entry, looked up): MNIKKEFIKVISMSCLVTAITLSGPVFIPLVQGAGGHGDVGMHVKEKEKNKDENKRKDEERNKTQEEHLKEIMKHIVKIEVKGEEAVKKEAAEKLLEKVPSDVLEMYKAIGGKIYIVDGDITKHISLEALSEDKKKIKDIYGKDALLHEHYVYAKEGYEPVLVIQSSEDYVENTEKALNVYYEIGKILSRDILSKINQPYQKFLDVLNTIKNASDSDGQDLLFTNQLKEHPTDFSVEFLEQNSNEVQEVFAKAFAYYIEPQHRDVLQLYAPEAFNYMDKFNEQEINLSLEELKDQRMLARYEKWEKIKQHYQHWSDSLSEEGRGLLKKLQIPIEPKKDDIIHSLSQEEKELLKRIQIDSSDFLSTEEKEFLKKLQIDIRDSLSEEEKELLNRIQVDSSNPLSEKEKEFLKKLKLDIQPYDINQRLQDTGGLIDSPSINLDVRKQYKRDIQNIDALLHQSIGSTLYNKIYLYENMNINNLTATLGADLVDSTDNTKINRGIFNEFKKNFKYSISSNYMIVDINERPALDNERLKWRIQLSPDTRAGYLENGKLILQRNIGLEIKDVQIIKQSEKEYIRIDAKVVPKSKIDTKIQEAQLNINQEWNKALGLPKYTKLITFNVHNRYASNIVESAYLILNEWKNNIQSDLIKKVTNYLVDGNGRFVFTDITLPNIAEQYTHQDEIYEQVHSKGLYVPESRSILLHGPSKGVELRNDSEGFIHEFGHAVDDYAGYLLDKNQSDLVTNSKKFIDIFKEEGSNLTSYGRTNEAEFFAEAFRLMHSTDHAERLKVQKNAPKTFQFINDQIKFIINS
VHR inh abs: DUSP3 (human) phosphatase inhibition; P51452; recombinant VHR phosphatase, pNPP absorbance; inhibition, % at 13.3 µM; actives 0.52% (n = 290,000); in the data active means inhibition above about 50%; further: some compounds called inactive have numbers as strong as hits
SSB-PriA inh: K. pneumoniae PriA-SSBct interaction inhibition | actives 0.6% (n = 430,000) | inhibition, % at 33 µM | AlphaScreen SSBct-PriA binding, biotinylated peptide | AID 1272365; in the data active means inhibition mostly above about 37%, no sharp cut-off; inactive means mostly below about 20%;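 further: plate controls were negative control peptide for no effect and reference peptide for full effect; strong numbers were not always called active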
* hit, by the source's call; i = inactive; ? = inconclusive; / = not tested or not shown; & = joins results of further samples.

nr | smiles | 3CLpro inhibitor | PfHsp40 rescue | Rv3671c protease | TcdB inh | MazF activator | Y pestis TopoI | Vc quorum ag | Anthrax LF inh2 | VHR inh abs | SSB-PriA inh
1 | O=C(CSc1ccccc1C(=O)O)NCc1ccco1 | -2 | -0.2 | 1 | / | -2 | 9 | -2.6 | 0 | 13 | -21
2 | O=C(c1ccccc1)N1CCN(c2nc3ccc([N+](=O)[O-])cc3s2)CC1 | 1 | 0.5 | -4 | 1.0 | 2 | -3 | -3.6 | -6 | 12 | 2
3 | COc1ccc(/C=N/Nc2ncnc3c2[nH]c2ccccc23)c(OC)c1OC | -1 | -1.1 | -12 | / | 4 | 3 | -0.7 | -1 | 5 | /
4 | COc1ccccc1/C=C(/CC(=O)NCc1ccc2c(c1)OCO2)c1nc2ccccc2s1 | -2 | 0.5 | -18 | / | 8 | 14 | i | 0 | -1 | -10
5 | CCC(CC)C(=O)N1N=C(c2ccc(NS(C)(=O)=O)cc2)CC1c1ccccc1 (centres undefined) | 0 | 0.2 | 0 | 0.4 | 9 | -8 | -0.6 | 2 | 18 | -5
6 | CC1=C(C(=O)Nc2cccc(C(=O)N3CCN(c4cccc(C(F)(F)F)c4)CC3)c2)SCCO1 | -1 | -0.4 | 1 | 0.5 | 17 | 22 | i | 0 | 40 | 10
7 | O=C(O)c1ccc(NC(=O)c2ccc(Cl)cc2)c(NC(=O)c2ccc(Cl)cc2)c1 | 9 | -0.3 | -3 | 0.3 | -8 | 10 | -0.5 | -10 | 10 | -12
8 | Cc1cc(C)n2nc(C(=O)Oc3ccc4c(c3)OCO4)nc2n1 | / | -0.2 | -2 | / | 4 | -5 | i | -3 | 24 | -5
9 | COC(=O)c1ccccc1NC(=S)N1CCC(N2CCCCC2)CC1 | -1 | -0.6 | 9 | 1.6 | -3 | 6 | i | -9 | -8 | -1
10 | CN(Cc1ccccc1)C(=O)c1ccccc1Br | -1 | -0.5 | -1 | / | 14 | 2 | -0.7 | 0 | 15 | -10
11 | COc1ccc(CCNC(=O)c2oc3ccccc3c2C)cc1 | / | -0.6 | -6 | 1.0 | 2 | 29 | i | -5 | / | -11
12 | OC[C@@H]1CN(Cc2ccccc2)C[C@H](n2cnc3c(NCc4ccc(F)cc4)ncnc32)O1 | / | / | / | 0.2 | / | 20 | i | -3 | / | /
13 | c1ccc2c(c1)CCN(c1nc3cc4c(cc3s1)OCO4)C2 | -1 | 3.6 | 1 | / | -8 | 15 | -2.9 | -2 | -6 | 3&20
14 | Cc1c(C=O)c2ccccc2n1CCOc1ccccc1 | -7 | 2.4 | -1 | 2.5 | -6 | 1 | -0.6 | -16 | 4 | -18
15 | CCCNC(=O)c1onc(CSc2cccc(OC)c2)c1C(=O)NCCC | / | 0.6 | 2 | 1.0 | 1 | 17 | -1.0 | -11 | 7 | -18
16 | CC(=O)Nc1ccc(NC(=O)C2(C)Cc3c(-c4ccc5c(c4)OCO5)ccnc3O2)cc1 (centres undefined) | / | / | / | -2.1 | / | 26 | -0.4 | 0 | / | /
17 | Cc1cccc(C)c1NC(=O)C(C)c1ccc(-c2ccccc2)c(F)c1 (centres undefined) | 5 | 0.3 | -13 | / | -4 | 23 | / | -3 | 18 | -9
18 | CC(C)CCNC(=O)CN(Cc1ccc2c(c1)OCO2)C(=O)Cn1nnc(-c2cccs2)n1 | -3 | 1.6 | -5 | / | -2 | 15 | -1.7 | -3 | 4 | 3
19 | Cc1nn(-c2ccccc2)c(C)c1/C=N/Nc1nc2ccccc2[nH]1 | -4 | -1.1 | 20 | 2.1 | 13 | -23 | i | -4 | 8 | /
20 | CC1(C(=O)NS(=O)(=O)c2ccccc2)CCN1C(=O)CC1CC1 (centres undefined) | / | / | / | 1.6 | / | -4 | -0.7 | -5 | / | /
21 | OC(c1cccc(Cl)c1)c1ncc(-c2ccccc2Cl)[nH]1 (centres undefined) | / | / | / | 3.4 | / | 2 | -1.1 | 2 | / | /
22 | NC(=O)c1ccccc1OCC(=O)NS(=O)(=O)c1ccccc1 | 0 | -2.4 | -2 | / | 4 | 3 | -0.5 | -17 | -1 | -25
23 | Cc1c(NC(=O)c2nn(C(C)C)c(=O)c3ccccc23)c(=O)n(-c2ccccc2)n1C | / | / | / | -0.2 | 3 | -1 | 11 | 4 | / | /
24 | CCN(C(=O)C=Cc1ccco1)c1ccccc1 | / | -1.3 | / | 1.5 | -6 | 10 | -1.1 | 2 | / | -13
25 | O=C(Nc1nnc(-c2ccc(F)cc2)s1)c1ccco1 | -6 | -3.4 | 0 | -1.8 | 14 | 9 | -3.6 | 3 | 33 | 3
26 | CCOC(=O)c1cc2c(c(-c3ccccc3)n1)[C@@H](CCO)N(S(=O)(=O)C(C)(C)C)C2 | / | -2.2 | / | 0.5 | -11 | -9 | 0.1 | -2 | / | -12
27 | CCn1ccnc1CN(C)Cc1cn(-c2cc(C)ccc2C)nc1-c1ccccc1 | 2 | 0.0 | 1 | 4.0 | 5 | 20 | i | -7 | 32 | 28
28 | Cc1ccc(F)cc1NC(=O)C12CC3CC(C1)CC(n1cnc([N+](=O)[O-])n1)(C3)C2 | 3 | -0.1 | 3 | / | -8 | 3 | i | -2 | 17 | -19
29 | Cc1ccc(C(=O)NCC2CCCO2)cc1S(=O)(=O)N1CCCCC1 (centres undefined) | 3 | -0.3 | -7 | 0.2 | 5 | 20 | i | 1 | 2 | -5
30 | CCC1(c2ccc(F)cc2)NC(=O)N(CC(=O)N2CCN(S(=O)(=O)c3ccc(Cl)cc3)CC2)C1=O (centres undefined) | / | -0.4 | -3 | 1.5 | 4 | 25 | i | ? | / | -2
31 | CN(CP(=O)(O)CCc1ccccc1)S(C)(=O)=O | -7 | -0.3 | 0 | / | 3 | -1 | i | -1 | -1 | -4
32 | O=C(Nc1ccccc1)ON=C1CCCC1 | 9 | -1.6 | 1 | -0.6 | 3 | 6 | -0.2 | 2 | 6 | 18
33 | COc1ccccc1NC(=O)CC(c1ccc(OC(C)C)cc1)c1ccccc1OC (centres undefined) | 4 | 1.3 | -13 | / | 5 | 44 | -0.3 | 1 | 11 | -8
34 | CCOc1ccc(-c2cc(C)[n+](CCO)c(-c3ccc(OCC)cc3)c2)cc1 | 1 | 0.2 | 3 | 1.4 | 22 | 4 | -0.9 | -2 | 16 | 0
35 | O=S(=O)(c1ccccc1)N1CCN(C(=S)Nc2ccc(F)cc2)CC1 | -2 | -0.5 | 6 | / | -1 | -1 | -0.7 | -1 | -10 | -7
36 | CC1(C(=O)NS(=O)(=O)c2ccccc2)CCN1C(=O)c1cccc2ccccc12 (centres undefined) | / | / | / | -0.3 | / | 7 | i | -5 | / | /
37 | O=C(OCC(=O)N1CCCCCC1)c1cccc(Cl)c1Cl | / | / | / | 1.9 | -4 | 19 | i | -3 | / | /
38 | CCN(CC)S(=O)(=O)c1cc(NC(=O)CSc2nc3c(cc2C#N)C(=O)CC(C)(C)C3)ccc1C | -1 | -0.8 | 9 | / | -2 | -5 | -1.5 | 3 | -10 | -6
39 | Cn1cc(S(=O)(=O)N2CCCC2)cc1C(=O)N1CCN(c2cccc(Cl)c2)CC1 | -8 | -1.0 | 5 | 0.8 | 2 | 30 | -0.3 | -7 | 25 | -8
40 | CCCCC(C(=O)NCCC(C)C)N(CCCN1CCOCC1)C(=O)c1snc(C(N)=O)c1N (centres undefined) | -3 | 3.9 | -2 | / | 0 | 13 | -0.4 | 1 | 14 | -11
41 | CS(=O)(=O)c1ccc(CNC(=O)C2(C(F)(F)F)CC(CCCO)CCCO2)cc1 (centres undefined) | / | / | -3 | 1.7 | 3 | / | / | / | / | -9
42 | COCCCNC(=O)c1csc([C@@H]2O[C@H](CO)[C@H](O)[C@H](O)[C@H]2O)n1 | / | / | / | 2.0 | / | -8 | -0.4 | -9 | / | /
43 | O=C(CSc1nnc(-c2ccccc2)c(-c2ccccc2)n1)NCc1ccco1 | -4 | 1.1 | 5 | / | 10 | 5 | / | 7 | 48 | 4
44 | Brc1cccc(-c2nnc3sc(CN4CCCCC4)cn23)c1 | 1 | -0.6 | 1 | 1.4 | -2 | 6 | -5.6 | 0 | 23 | -14
45 | C(=N\n1cncn1)/c1ccc(N2CCOCC2)cc1 | 3 | -1.6 | -6 | / | 5 | -7 | i | 8 | 4 | /
46 | c1cnc2ccc(C(c3nnnn3C3CCCCC3)N3CCN(C4CCCCC4)CC3)cc2c1 (centres undefined) | 4 | 0.0 | 2 | / | 2 | 7 | -3.4 | -6 | / | -4
47 | O=C(NC(=S)Nc1nc2ccccc2s1)c1ccco1 | -2 | -0.7 | -5 | -0.2 | 3 | -8 | i | 0 | 13 | -2
48 | COc1ccc(S(=O)(=O)NCCSc2ccccc2)cc1OC | 6 | -0.9 | 1 | / | 3 | -9 | i | 1 | -10 | -8
49 | CC(=O)N1CSCC1C(=O)NNS(=O)(=O)c1ccccc1 (centres undefined) | 4 | / | -4 | 0.3 | 13 | -6 | -0.6 | / | 21 | 2
50 | Cc1ccc(-c2ccc(S(=O)(=O)NCC3CCCO3)cc2)cc1 (centres undefined) | 7 | -1.7 | 2 | 1.6 | -2 | 12 | -1.4 | 2 | 30 | 1&-12
51 | COc1ccc(-c2cn(/N=C/c3ccc(Cl)cc3Cl)c(N)n2)cc1 | 4 | -1.0 | -6 | -0.9 | 10 | 7 | -0.6 | -8 | 35 | /
52 | CCN(CC)CCN/N=C(\C)c1c(O)[nH]c(=O)[nH]c1=O | 1 | / | 0 | -0.5 | 7 | -4 | -0.6 | / | 20 | /
53 | COCCNC(=O)CCC(=O)NNc1nc2ccccc2c2nc(-c3ccccc3)nn12 | -1 | 0.6 | 0 | 3.6 | 0 | 5 | -1.4 | -3 | 27 | 0
54 | COCCCN(C(=S)Nc1ccc(OC)cc1)C(C)c1ccncc1 (centres undefined) | 6 | -0.3 | -2 | 1.4 | 1 | 4 | -0.4 | -6 | 21 | 4
55 | CC(C)(C)c1ccc(S(=O)(=O)NC(=O)C2(C)CCN2C(=O)Cc2ccccc2Cl)cc1 (centres undefined) | / | / | / | 1.3 | / | 3 | i | -1 | / | /
56 | CCOC(=O)N1CCC(NC(=O)c2cc(C(=O)NC3CCN(Cc4ccccc4)CC3)ccc2CO)CC1 | 0 | 0.3 | -1 | 0.4 | 2 | -4 | -0.4 | -2 | 8 | -4
57 | Cc1ccc(N2CCC(N3CCN(C4CCCCC4)C(CCO)C3)CC2)cc1 (centres undefined) | 3 | 0.4 | -6 | / | -1 | -2 | -0.5 | 0 | 17 | 1
58 | CCOC(=O)C1C(=O)NC23CCCC2C1c1ccccc1O3 (centres undefined) | 4 | 1.4 | 11 | / | 3 | 1 | -1.6 | 1 | 0 | -15
59 | COc1ccc([N+](=O)[O-])cc1NC(=O)CCN1CCN(CCO)CC1 | 4 | 0.2 | 9 | -0.7 | 8 | 3 | -0.3 | -3 | -7 | -2
60 | CCN1CCCC1CNC(=O)Cn1cc(C)c(=O)[nH]c1=O (centres undefined) | / | -0.1 | / | 0.5 | 2 | -1 | -0.4 | -6 | / | 3
61 | COCCNC(=O)N1[C@H]2CC[C@@H]1C(C(=O)OC)=C(c1ccc(OC(F)(F)F)cc1)C2 | / | -0.8 | -2 | 0.7 | 11 | -1 | 5.0 | 6 | / | -17
62 | CC(=O)Nc1ccc(NC(=O)COC(=O)c2ccc([N+](=O)[O-])o2)cc1 | / | -0.5 | -12 | 1.0 | 1 | 8 | i | -3 | / | 6
63 | COCC1OC(OC(C)C(O)c2cnc3nc(N)[nH]c(=O)c3n2)C(O)C(OC)C1O (centres undefined) | / | / | / | -2.0 | / | 9 | -0.3 | -1 | / | /

The list is partial (hit frequency here may not be typical).
